Autophagy HCS: modulators of autophagy; 0.98% of 190,000 active; MEF GFP-LC3 puncta imaging; test concentration mostly 10 µM; calls only at 10 µM (by protocol); AID 463193;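 active = percentage of spot-positive cells more than 3 SD above its plate mean, without a fluorescence outlier flag or 80% toxicity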;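 note: spot-positive cell cutoff set from DMSO-treated cells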
T cell modulator: T cell immune modulators affecting CD8 T cell-vesicle binding. AID 2052. calls only at 7 µM. 0.068% of 330,000 active. 2C CD8+ T cell-vesicle binding, flow cytometry; active compounds read low;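 active = response, share of CD8 T cells binding vesicles, and their 90th percentile fluorescence all below set limits, cut at about 80% in these data, passing the limit was not always enough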
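Material: 2C TCR transgenic mouse naive CD8+ T cells, MACS-purified. Also added: QL9-charged Drosophila Ld/ICAM-1/B7-1 vesicles. Timing: binding 1.5 h at 37 °C. Measured by: high-throughput flow cytometry with anti-B7-1 and anti-CD8 staining. Read-out: percent CD8+ FL2 mean versus row control. Controls: Unloaded micro-vesicles (low), QL9 vesicles with 0.7% DMSO (high).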
Hep lipid drop: hepatic lipid droplet formation modulation; AML12 mouse hepatocytes, oleate lipid droplets, BODIPY imaging; inhibition, % at 6.5 µM; 0.4% of 240,000 active; AID 1656;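 active = lipid droplet intensity inhibited by at least 50%, with more than 500 cells counted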
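Assay system: AML12 mouse liver cells | Compound dosing: One dose, 6.5 µM compound | Read-out basis: Droplet intensity reduction, % inhibition | Measured by: Fluorescence imaging, 20x objective, two fields per well | Schedule: Overnight treatment with compound plus oleate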
MT stabilizer: stabilizes microtubules in HeLa cells. HeLa tubulin immunostaining HCS, 24 h; share of cells brighter than vehicle mean+2SD. % tubulin-high responders, % at 10 µM. 0.83% of 200,000 active. AID 2205;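 active = plate Z-score above 3 for both tubulin-high and condensed-nucleus cell shares, with cell loss under 80%, at 10 µM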;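 note: anti alpha tubulin signal scored within the nucleus-defined area of each cell; some results filed as inactive read as strong as hits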
Salmonella PhoP GFP: inhibitors of PhoP regulon expression, primary screen, Salmonella Typhimurium, GFP reporter (AID 1863) | S. Typhimurium PhoP-regulated promoter GFP reporter, 4 h; higher % means a stronger effect | inhibition, % at 50 µM, or IC50 in µM where a hit was titrated | 0.16% of 300,000 active;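 active = inhibition over 29.93%, a cutoff 3 SD above the screen mean, later confirmed by dose response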;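 note: 0% = low Mg2+ inducing control and 100% = high Mg2+ repressing control; strong numbers were not always called active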
Insulin prom up: MIN6 insulin promoter up-regulation | MIN6 insulin promoter-GFP reporter, high-content imaging; active compounds read high | z-score at 5 µM | 0.3% of 190,000 active | AID 1625;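 active = z-score above 3 at 5 µM with at least 500 cells counted in the well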
Dynein cargo inh: dynein cargo transport inhibition; 3617.4 mouse cells, GR-EGFP nuclear translocation imaging; test concentration mostly 20 µM; stimulated with dexamethasone, 1 µM; active compounds read low; z-score, hits read low; 0.47% of 220,000 active; AID 1381;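 active = plate z-score of nuclear minus cytoplasmic receptor signal below a set negative limit, without overly bright fluorescence or cell loss, cut at about -3.5 in these data, passing the limit was not always enough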;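 note: z-score of nuclear minus cytoplasmic ring GR-EGFP intensity difference per well; some compounds called inactive have numbers as strong as hits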
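medium = tetracycline-free induction medium containing charcoal-stripped FBS | probe or stimulus = dexamethasone, 1.0 µM final | timing = 48 h induction, then 1 h compound, then 30 min agonist, 37 °C | detection = automated 10x imaging of fixed Hoechst-stained cells | read-out basis = nuclear versus cytoplasmic GR-EGFP signal, averaged per well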
ER stress rescue: rescue of cells from ER stress-induced death, primary screen, 384-well, CSM14.1, thapsigargin, ATP luminescence (AID 1222); CSM14.1 thapsigargin-induced death rescue, ATP luminescence; higher % means a stronger effect; cellular ATP content (survival), % at 20 µM; hits with a dose series show EC50 in µM; 190,000 tested, under 10 active;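 active = EC50 below 50 µM in the dose-response confirmation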;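 note: death triggered by thapsigargin at about 15 µM added after 2 h compound pretreatment; cell ATP read after overnight thapsigargin exposure of roughly 18 to 22 hours; normalized against plate controls of thapsigargin alone and 5% DMSO vehicle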
b-catenin transl: alters nuclear translocation of beta-catenin in HeLa cells; immunofluorescence imaging; nuclear translocation activity, % at 5 µM; 0.3% of 190,000 active;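 active = nuclear translocation activity above 50% at 5 µM, with a well cell count of 50 or more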;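 note: per-cell ratio of nuclear to cytoplasmic median beta-catenin stain intensity; plate controls were DMSO negative control for no effect and GSK-3 inhibitor IX positive control for full effect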
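System: HeLa cells, endogenous beta-catenin; compound dosing: 5 µM primary single dose, 0.1% DMSO, 0.02–20 µM confirmation series; incubation: 24 h compound exposure at 37°C, 5% CO2; signal: beta-catenin immunofluorescence imaging with DAPI; evaluation: % activation, nuclear-to-cytoplasmic median beta-catenin signal ratio per cell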
Dynein cargo inh cytoplasmic EGFP: also measured in Dynein cargo inh; calls as there; z-score; measured here: cytoplasmic GR-EGFP intensity; active compounds read high
Dynein cargo inh nuclear GR-EGFP: second read-out of Dynein cargo inh, no call of its own (marks repeat the call); z-score; measured here: nuclear GR-EGFP intensity;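 lower value marks the stronger effect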
Dynein cargo inh cell count: recorded beside Dynein cargo inh, whose call it bears; z-score; measured here: cell count per field
Insulin prom up cell count: second read-out of Insulin prom up, no call of its own (marks repeat the call); cell count; measured here: cytotoxicity, nuclei count;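 total cells summed across four imaged fields per well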
Hep lipid drop cells 6.5 µM: recorded beside Hep lipid drop, whose call it bears; cell count; measured here: cell count, cytotoxicity flag;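 cells counted across two imaged fields per well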
b-catenin transl cell count 5 µM: also measured in b-catenin transl; calls as there; cell count; measured here: cell count, cytotoxicity flag
T cell modulator vesicle-bound %: second read-out of T cell modulator, no call of its own (marks repeat the call); double positive events, %; measured here: CD8+ vesicle-bound cell fraction;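 binding gate set so that unloaded-vesicle control wells show 10% double positive cells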
MT stabilizer Hoechst-high %: also measured in MT stabilizer; calls as there; % Hoechst-high responders; measured here: nuclear condensation Hoechst responders;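 share of cells brighter than vehicle mean plus two SD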
MT stabilizer cytotoxicity %: also measured in MT stabilizer; calls as there; toxicity, %; measured here: cytotoxicity by cell density;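 0% = mean cell density of plate MIN control wells and 100% = no cells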
Autophagy HCS cell loss 18 h: also measured in Autophagy HCS; calls as there; toxicity, %; measured here: cell loss, nuclei count;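 cell loss after 18 h compound exposure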
* marks the source's active call; other numbers are inactive results; i = inactive; · = not tested or not shown. Hits appear at their usual frequency; overall some 3% were active at least once.

SMILES	Autophagy HCS	Autophagy HCS cell loss 18 h	T cell modulator	T cell modulator vesicle-bound %	Hep lipid drop	Hep lipid drop cells 6.5 µM	MT stabilizer	MT stabilizer Hoechst-high %	MT stabilizer cytotoxicity %	Salmonella PhoP GFP	Insulin prom up	Insulin prom up cell count	Dynein cargo inh	Dynein cargo inh cytoplasmic EGFP	Dynein cargo inh nuclear GR-EGFP	Dynein cargo inh cell count	ER stress rescue	b-catenin transl	b-catenin transl cell count 5 µM
CC(OCC(O)CN(C)Cc1nc2ccccc2c(=O)[nH]1)c1ccc(Cl)cc1 (stereo unspecified)	i	-4	i	24	-23	690	2.6	2.9	9.5	-4%	1.9	1332	0.42	-0.17	0.28	-0.98	-1.1%	-3.9	1094
NC(=O)COC(=O)c1c2c(nc3ccccc13)CCC2	i	-3	i	51	21	670	2.7	3.0	6.8	6%	-0.41	1339	-0.19	-0.31	0.17	0.76	·	0.4	1101
O=C(COc1ccc(Cl)cc1Cl)NCCC1=CCCCC1	i	-4	i	48	·	·	1.4	1.6	12	7%	0.39	1511	-0.19	-0.21	-0.21	0.39	-1.5%	-0.8	1444
Cc1ccccc1-c1ncc(CN2CCC(CO)(CCCc3ccccc3)CC2)cn1	i	5	i	30	-8	670	2.8	3.1	9.6	4%	0.63	1354	-0.13	-0.21	0.058	0.17	0.6%	-0.2	1096
OC1(c2cccs2)CN(c2ccc(Br)cc2)C2=[N+]1CCCS2 (stereo unspecified)	·	·	i	31	2	738	·	·	·	0%	0.13	1070	-0.056	-0.2	0.56	-0.63	·	-2.4	1299
O=C(CS(=O)(=O)c1ccccc1)Nc1ccc(S(=O)(=O)Nc2ccccn2)cc1	i	0	i	34	-7	698	3.1	2.2	8.1	0%	0.01	1415	1	-0.29	0.6	-0.23	-0.8%	1.5	959
NS(=O)(=O)c1ccc(NC(=S)NCc2ccccc2)cc1	i	-11	i	14	-10	611	4.1	1.9	1.0	14%	-4.5	873	3.8	-0.061	2.2	-2.3	0.0%	-0.7	1102
Cn1c(=O)n(Cc2ccc(Cl)cc2)c(=O)c2c1nc1n2CCN1Cc1ccco1	i	4	i	3	·	·	2.5	1.5	3.3	0%	0.27	1165	0.0057	-0.22	0.2	0.14	-0.3%	-2.4	950
COC(=O)c1ccc(CNC(=O)CN(CCC(C)C)S(=O)(=O)c2ccc3c(c2)OCCO3)cc1	i	-4	i	8	-1	633	3.4	3.4	5.3	6%	0.68	1395	-0.83	-0.26	-0.6	0.093	12%	-1.6	735
S=c1[nH]c(-c2ccc(Br)cc2)cn1CCc1ccccc1	i	4	i	47	-2	740	2.1	2.9	7.1	-13%	·	·	0.5	-0.15	0.24	0.39	2.0%	-1.4	1143
COC(=O)c1ccc(CS(=O)(=O)c2ccccc2C)o1	i	17	i	11	·	·	4.3	1.3	1.2	-7%	·	·	2.5	-0.034	1.6	-2.2	·	·	·
CC1CCCN(c2ccc3nc4ccccc4c(=O)n3n2)C1 (stereo unspecified)	i	2	i	31	1	717	2.0	2.7	6.1	-4%	-0.17	1110	0.079	-0.31	0.22	0.11	-3.1%	-0.7	1114
CN(CC(=O)NC1CCCCC1)S(=O)(=O)c1cccc2nsnc12	i	10	i	46	·	·	4.2	1.3	4.5	-3%	·	·	-0.81	-0.24	-0.069	-0.15	0.1%	·	·
COC(=O)c1ccccc1NC(=O)c1ccc(F)cc1	·	·	i	24	20	667	·	·	·	-3%	0.14	1127	-0.26	-0.19	0.3	0.54	·	-0.6	1298
O=[N+]([O-])c1ccc(Cl)c(/C=N/N2CCN(Cc3ccccc3)CC2)c1	i	-14	i	20	·	·	2.8	1.6	2.1	-3%	-0.65	1618	0.21	-0.23	-0.53	0.37	-0.4%	-0.8	1284
O=C(Cn1cccc1C(=O)c1ccccc1)NCc1cccc(Cl)c1	i	6	i	50	-2	728	2.2	1.3	5.9	2%	2.7	1043	0.32	-0.11	0.44	-1.6	-1.3%	-0.2	1093
OC1(c2cn(Cc3ccccc3)nn2)CCCCC1	i	-14	i	41	·	·	4.9	2.5	4.7	-5%	5.9*	1166*	-0.18	-0.32	0.11	-0.072	-0.1%	-2.9	842
C/C(=N\Nc1ccc(F)cc1)c1ccncc1	i	2	i	45	8	486	2.9	3.7	8.5	5%	1	1230	-0.037	0.12	0.44	-0.66	-3.5%	-0.4	1108
C=CCn1c(COc2ccc(Cl)cc2)nnc1SCc1ccc(C#N)cc1	i	30	i	30	·	·	5.4	4.5	2.3	-9%	0.71	1212	0.12	-0.3	0.55	-0.33	-0.8%	-0.9	956
C=CCn1c(CNc2ccccc2)nnc1SCC(=O)N/N=C/c1ccccc1O	i	3	i	2	-6	730	2.4	2.1	3.9	0%	0.34	1205	-0.48	-0.028	-0.0053	0.13	-3.5%	5.6	823
CC1(C)Cc2[nH]c(=S)c(C#N)cc2CO1	i	6	i	43	·	·	4.8	3.1	9.0	-6%	0.95	1121	-0.51	-0.19	0.071	-0.051	-0.7%	-0.6	1142
CC(=O)c1cccc(Nc2cc(C)nc3ccccc23)c1	·	·	i	37	5	700	·	·	·	8%	·	·	-1.3	-0.28	-0.86	0.22	·	-0.3	1346
COc1ccc(C2CC(=O)N(C)c3ccccc3S2)cc1 (stereo unspecified)	i	8	i	54	16	731	5.1	1.8	1.4	8%	1.4	1111	1	-0.3	0.87	-0.69	-0.7%	-1.5	1124
O=c1[nH]ncc(N/N=C/c2ccccc2)c1Cl	i	1	i	37	1	778	1.1	0.9	6.9	-2%	·	·	-0.65	-0.32	-0.22	0.64	-1.6%	5.2	897
C/C(=N\NC(=O)Cc1cccn1C)c1ccco1	·	·	i	24	-9	698	·	·	·	-9%	0.58	959	1.3	-0.26	1.3	-1.5	·	0.5	1315

Brought forward from above: two compounds, then new ones.
SMILES	Autophagy HCS	Autophagy HCS cell loss 18 h	T cell modulator	T cell modulator vesicle-bound %	Hep lipid drop	Hep lipid drop cells 6.5 µM	MT stabilizer	MT stabilizer Hoechst-high %	MT stabilizer cytotoxicity %	Salmonella PhoP GFP	Insulin prom up	Insulin prom up cell count	Dynein cargo inh	Dynein cargo inh cytoplasmic EGFP	Dynein cargo inh nuclear GR-EGFP	Dynein cargo inh cell count	ER stress rescue	b-catenin transl	b-catenin transl cell count 5 µM
O=c1[nH]ncc(N/N=C/c2ccccc2)c1Cl	i	1	i	37	1	778	1.1	0.9	6.9	-2%	·	·	-0.65	-0.32	-0.22	0.64	-1.6%	5.2	897
C/C(=N\NC(=O)Cc1cccn1C)c1ccco1	·	·	i	24	-9	698	·	·	·	-9%	0.58	959	1.3	-0.26	1.3	-1.5	·	0.5	1315
COC(=O)CSc1nc(N2CCCCC2)c2c(c1C#N)CCCC2	i	-2	i	45	6	777	0.7	1.0	5.5	0%	-0.55	1345	-0.0067	-0.26	0.3	0.1	-1.6%	·	·
CN(C)c1ccc(/C=C/C=N/Nc2nc(N3CCOCC3)nc(N3CCOCC3)n2)cc1	i	-3	i	32	12	744	1.6	0.8	0.7	-5%	0.39	1288	-0.14	-0.21	0.048	0.27	-1.4%	-0.5	1114
CCc1cc(-c2n[nH]c(=S)n2CC)cs1	i	-29	i	36	7	732	1.5	2.4	0.3	7%	0.08	1265	1.4	-0.099	0.85	-1.4	-3.8%	1.6	662
Cc1cc(Nc2ccccc2)n(-c2ccccc2)n1	i	-5	i	44	2	710	3.8	2.8	1.5	-1%	-0.27	1267	0.53	-0.22	0.56	-0.54	-2.1%	·	·
CCN1CCN(c2nc(C)c3c(n2)CC(C)CC3=O)CC1 (stereo unspecified)	i	-7	i	26	-1	675	1.4	2.0	10	·	-0.19	1105	0.23	-0.19	0.71	-0.55	1.4%	0.9	1508
CCc1noc(C)c1C(=O)N1CCOCC1	i	4	i	40	-2	619	2.2	2.1	30	-12%	0.22	1887	-0.63	-0.25	-0.51	-0.071	-2.1%	-1.0	991
COc1ccccc1CNC(=O)Cn1c(=O)oc2cc(Cl)ccc21	·	·	i	13	9	653	·	·	·	-8%	-0.15	1073	-0.45	-0.21	0.19	0.65	·	1.2	1289
Cc1cccc(C)c1NC(=O)CNC(=O)Cc1ccc(Br)cc1	i	-10	i	19	8	695	4.7	2.4	11	0%	0.5	1263	0.73	-0.29	0.64	-0.84	-0.1%	-2.6	1053
Cn1cnnc1Sc1nc2c(c(=O)n(C)c(=O)n2C)n1C	i	-3	i	53	·	·	1.9	0.8	31	·	·	·	-1.1	-0.26	-0.32	1.1	·	·	·
O=[N+]([O-])c1ccc(OCCCCN2CCCCC2)cc1	i	-12	i	52	-6	680	2.4	3.3	9.9	24%	-0.42	1566	-0.2	-0.19	-0.17	1.3	1.5%	-0.4	1022
